Compound activity (PubChem)
G6PDH counter: inhibits Leuconostoc G6PDH, flagging false hits in G6PDH-based assays. Purified L. mesenteroides G6PDH, diaphorase/resazurin coupled fluorescence, 45 min. inhibition, % at 5 µM. hit rate 0.12% among 200,000. AID 1020; in the data active = inhibition above about 50%
Diaphorase inh: inhibits diaphorase or chemically oxidizes, flagging diaphorase assay artifacts. diaphorase resazurin-to-resorufin fluorescence, NADH, 16 min; bacterial (C. kluyveri) enzyme, not human. inhibition, % at 20 µM. hit rate 0.69% among 190,000. AID 1217;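 active = primary screen inhibition at 20 µM above a set limit, cut at about 50% in these data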;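 also: plate controls were DMSO with full reaction for no effect and wells lacking NADH for full effect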
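Benchmarks: positive control wells lacking NADH, neutral wells with DMSO only. System: bacterial diaphorase enzyme (C. kluyveri). Input: 0.14 U/mL diaphorase, enzyme working solution. Detection: resorufin fluorescence, excitation 544 nm, emission 590 nm. Times: 16-min room-temperature incubation before reading.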
TNAP inh hi DEA: TNAP (human) inhibition, high acceptor. P05186. purified TNAP, CDP-star luminescence, 1 M DEA. inhibition, % at 20 µM. hit rate 0.03% among 200,000. AID 1135;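 active = over 50% inhibition of tissue-nonspecific alkaline phosphatase at 20 µM in the single-dose screen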;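 also: plate controls were DMSO wells for no effect and EDTA-quenched wells as full inhibition for full effect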
Target sequence (P05186 whole entry, looked up): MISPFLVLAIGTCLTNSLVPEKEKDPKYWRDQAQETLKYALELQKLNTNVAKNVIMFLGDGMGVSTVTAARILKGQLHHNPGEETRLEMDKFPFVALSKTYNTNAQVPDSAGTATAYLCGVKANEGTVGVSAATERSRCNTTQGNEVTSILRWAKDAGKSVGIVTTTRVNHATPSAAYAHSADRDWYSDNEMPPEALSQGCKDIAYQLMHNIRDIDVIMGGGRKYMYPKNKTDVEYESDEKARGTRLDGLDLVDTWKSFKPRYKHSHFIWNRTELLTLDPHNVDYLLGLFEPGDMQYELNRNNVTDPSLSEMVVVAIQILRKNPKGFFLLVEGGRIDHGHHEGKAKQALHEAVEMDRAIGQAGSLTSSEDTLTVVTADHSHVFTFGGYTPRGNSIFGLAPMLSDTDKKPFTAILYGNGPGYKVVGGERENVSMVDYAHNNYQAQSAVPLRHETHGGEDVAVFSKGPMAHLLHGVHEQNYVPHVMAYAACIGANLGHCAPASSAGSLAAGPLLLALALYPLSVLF
TNAP act hi DEA: activators of human TNAP at high phosphate acceptor concentration; 200,000 tested, under 10 active; P05186; AID 1136; purified TNAP, CDP-star luminescence, 1 M DEA, 30 min; active compounds read high; 0 = EDTA background, 1 = DMSO-only activity; activation factor at 20 µM;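 active = activation factor at least 2 at 20 µM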
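Measured by: Luminescent substrate turnover signal | Test system: Human TNAP | Input: TNAP 1/800 final | Dosing: 20 µM single point | Schedule: 30 min, room temperature | Controls: EDTA wells as negative control, DMSO wells as positive control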
PMI act hi M6P: PMI (human) activation, high substrate. coupled PMI enzyme assay, resazurin fluorescence, 20 min; active compounds read high; 1 = untreated enzyme, 0 = substrate-free blank. activation factor at 20 µM. P34949. AID 1216. hit rate 0.34% among 190,000;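 active = activation factor of 2 or more at 20 µM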
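assay system = human phosphomannose isomerase with PGI, G6PDH, diaphorase coupling enzymes | quantity = 15 ng/mL PMI | incubation = enzyme reaction with compound 20 min at room temperature | medium = HEPES pH 7.4 buffer with MgCl2 and Tween-20 | compound dosing = one concentration, 20 µM, in 1% DMSO | measured by = Diaphorase-driven resazurin-to-resorufin fluorescence, excitation 544, emission 590 nm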
TNAP inh noacc: TNAP (human) inhibition, acceptor-free conditions. P05186. purified TNAP, CDP-star luminescence, 30 min. inhibition, % at 20 µM. hit rate 0.26% among 200,000;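 active = tissue-nonspecific alkaline phosphatase inhibition above about 50% at 20 µM in the single-dose screen, limit read from the data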;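 also: 0% = DMSO negative control and 100% = EDTA positive control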
Efa HMGR inh: blocks class II HMG-CoA reductase of Enterococcus faecalis; AID 1066; purified E. faecalis HMGR, NADPH absorbance 340 nm kinetic; inhibition, % at 10 µM; hit rate 0.41% among 190,000;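 active = inhibition above a set limit, the median over all tested compounds plus 3 SD, cut at about 9.5% in these data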;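 also: enzyme runs in reverse so mevalonate oxidation gives rising NADPH absorbance; 0% = complete reaction with DMSO and 100% = background rate lacking mevalonate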
Diaph act CS: diaphorase activation or chemical reduction counter-screen; activation factor at 20 µM; Diaphorase/resazurin coupled assay, resorufin fluorescence, 16 min; active compounds read high; 1 = vehicle wells, 0 = NADH-free wells; hit rate 0.005% among 190,000; AID 1229;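 active = diaphorase activity raised at least twofold by the compound at 20 µM; inactive = activation factor below 2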
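Material: purified diaphorase enzyme from Clostridium kluyveri; Also added: 0.114 mM NADH and 0.1 mM resazurin, final amounts; Doses: single compound dose of 20 µM, 1% DMSO final; Times: 16 min enzyme reaction, ambient temperature; Detection: resorufin fluorescence, excitation 544 nm, emission 590 nm; Measure: increased resorufin signal from activators or reducing compounds.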
PMI act: activators of human phosphomannose isomerase; P34949; purified human PMI, coupled resazurin fluorescence, 20 min; active compounds read high; 1 = vehicle control, 0 substrate-free wells; activation factor at 20 µM; hit rate 0.005% among 190,000; AID 1214;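 active = activation factor of 2 or more at 20 µM, relative to plate controls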
FLuc act counter: firefly luciferase counter-screen for stimulation assays; P08659; ATPlite luciferase biochemical, luminescence, 10 min; 0 = ATP-free wells, 1 = DMSO control; activation factor at 10 µM; 200,000 tested, under 10 active; AID 1027;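 active = luciferase activation factor, scaled between plate controls, of at least 2 with compound at 10 µM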
Target sequence (P08659 whole entry, looked up): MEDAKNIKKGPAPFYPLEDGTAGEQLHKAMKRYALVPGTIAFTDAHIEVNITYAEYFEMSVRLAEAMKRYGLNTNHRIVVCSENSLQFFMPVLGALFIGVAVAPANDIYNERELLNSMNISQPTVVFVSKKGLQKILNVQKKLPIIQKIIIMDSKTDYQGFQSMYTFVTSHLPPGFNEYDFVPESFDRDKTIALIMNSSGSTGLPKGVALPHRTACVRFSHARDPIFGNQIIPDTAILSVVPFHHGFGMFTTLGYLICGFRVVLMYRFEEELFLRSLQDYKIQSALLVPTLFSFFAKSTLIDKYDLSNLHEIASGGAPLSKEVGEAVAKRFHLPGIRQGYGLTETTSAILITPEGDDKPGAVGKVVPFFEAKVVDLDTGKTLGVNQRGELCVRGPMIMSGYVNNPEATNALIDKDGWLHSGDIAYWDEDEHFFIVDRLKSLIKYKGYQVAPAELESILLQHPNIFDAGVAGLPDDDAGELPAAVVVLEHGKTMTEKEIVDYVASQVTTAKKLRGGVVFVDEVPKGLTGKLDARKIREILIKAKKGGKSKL
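System: luciferase plus luciferin reagent, cell-free; medium: PBS as buffer for the ATP substrate; dosing: test compounds dosed from 2 mM stocks in 100% DMSO; timing: 10 min post-reagent at room temperature; measured by: luminescence measurement of luciferase light output; evaluation: luciferase activation, seen as luminescence increase over controls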
An asterisk follows results filed as active; . = no result given. Rows were taken by chance; overall some 1.7% were active at least once.

SMILES	G6PDH counter	Diaphorase inh	TNAP inh hi DEA	TNAP act hi DEA	PMI act hi M6P	TNAP inh noacc	Efa HMGR inh	Diaph act CS	PMI act	FLuc act counter
O=C(COC(=O)CCc1ccc(S(=O)(=O)N2CCOCC2)cc1)NCc1ccc(Cl)cc1	7	8	-3	1	0.9	-9	-4	0.9	0.9	1
COc1ccc(Nc2nc(C)c3ccccc3n2)cc1	16	12	1	1	0.9	-3	0	0.9	0.9	0.8
COc1ccc(-c2nsc3c(SCC(=O)Nc4cc(C)ccc4C)ncnc23)cc1	5	-17	-6	1.1	1.1	1	2	1.2	1.1	1
Cc1cccc(NC(=S)NNC(=O)c2ccc(Br)o2)c1	-1	8	-7	1.1	0.9	-14	-8	0.9	1	1
C=CCn1c(SCC(=O)NCCCC)nc2scc(-c3ccco3)c2c1=O	-4	25	-4	1	1.1	-14	-4	0.8	1	1.1
CCCCNC(=O)CN1C(=O)NC(CCc2ccccc2)C1=O (configuration not stated)	-1	9	6	0.9	1	-5	-7	0.9	1	1
O=C(O)c1ccc(C2CCCCC2)cn1	14	14	-1	1	0.8	-1	-6	0.9	0.8	0.9
CCC(C)NC(=O)CSc1ccc(NC(C)=O)cc1 (configuration not stated)	-1	6	-2	1	1	-12	-4	0.9	1	1
Cc1noc(C(=O)NCc2ccccc2)c1Cl	3	-5	-4	1	1.1	-14	-7	1.1	1.1	1
COc1ccc(S(=O)(=O)N(C)CC(=O)Nc2ccc(C(N)=O)cc2)cc1OC	-3	-1	-5	1	1.1	-11	1	1	1.1	1
Cc1ccccc1NS(=O)(=O)c1ccc(OCCNS(C)(=O)=O)cc1	5	13	0	1	0.9	-7	0	0.9	0.9	1.1
NC(=O)c1ccc(NCc2ccco2)c([N+](=O)[O-])c1	2	3	3	1	0.9	-3	-5	1	1	1
CCC(=O)OCC(=O)Nc1cc(S(=O)(=O)N(C)C)ccc1Cl	6	2	-2	1	1	-4	0	1	1.1	1.1
O=C(Cc1ccccc1)NNC(=O)Nc1ccccc1	6	11	-4	1	1	-11	-2	0.9	1	1
Cc1ccc(S(=O)(=O)NNC(=O)C2CC=CCC2C(=O)O)cc1 (configuration not stated)	7	-7	-4	1	1.1	-4	-6	1.1	1.3	1.1
CC(C)c1ccc(NCCC(=O)c2ccc(Br)cc2)cc1	-4	0	-2	1	1.1	-12	7	1	0.9	1
CC1CCN(c2ncnc3c2cnn3-c2ccccc2)CC1	-2	11	0	1	1	-8	0	0.9	1	0.6
COC(=O)c1cc(OC)c(OC)cc1NC(=S)N1CCCC1	10	-20	-3	1	1	-5	-10	1.2	1	1
Cc1ccc(NC(=O)Cn2c(C)cc(C)c(C#N)c2=O)c(Cl)c1	5	9	-3	1	1	-6	-2	0.9	1	1.1
CC(c1nnc(SCC(=O)Nc2sccc2C#N)n1-c1ccc(Cl)cc1)N(C)C (configuration not stated)	0	25	-8	1.1	1	-19	-8	0.8	1	1.1

Single records, from the list above:
Listed for Cc1ccc(S(=O)(=O)NNC(=O)C2CC=CCC2C(=O)O)cc1 (configuration not stated) = G6PDH counter: 7; Diaphorase inh: -7; TNAP inh hi DEA: -4; TNAP act hi DEA: 1; PMI act hi M6P: 1.1; TNAP inh noacc: -4; Efa HMGR inh: -6; Diaph act CS: 1.1; PMI act: 1.3; FLuc act counter: 1.1
Listed for NC(=O)c1ccc(NCc2ccco2)c([N+](=O)[O-])c1 = G6PDH counter: 2; Diaphorase inh: 3; TNAP inh hi DEA: 3; TNAP act hi DEA: 1; PMI act hi M6P: 0.9; TNAP inh noacc: -3; Efa HMGR inh: -5; Diaph act CS: 1; PMI act: 1; FLuc act counter: 1

(list continues)
SMILES	G6PDH counter	Diaphorase inh	TNAP inh hi DEA	TNAP act hi DEA	PMI act hi M6P	TNAP inh noacc	Efa HMGR inh	Diaph act CS	PMI act	FLuc act counter
Cc1sc2ncnc(SCC(=O)NC(=O)c3cccn3C)c2c1C	4	0	3	1	1	-2	1	1	1.3	1
COC(=O)C1=C(C)N(CC(C)C)C(=O)/C1=C\c1cccs1	2	17	6	0.9	1	-5	2	0.8	0.9	1.1
COc1cccc(-n2c(Cc3cc(=O)[nH]c(=O)[nH]3)nnc2SCc2cccnc2)c1	-1	1	-6	1.1	1.1	-15	-2	1	1.2	1
CCOc1cc2[nH]c(=S)n(CCCC(=O)NCc3ccco3)c(=O)c2cc1OCC	5	14	-8	1.1	1	-2	-8	0.9	1	1.1
CCCCCc1ccc(OCCCC[n+]2ccccc2)c(CCCCC)c1	0	-3	4	1	0.9	-3	0	1	0.9	1
CN1CCN(NS(=O)(=O)c2cccs2)CC1	-11	14	0	1	1.1	-10	-5	0.9	1	1.1
C=CCN1C(=O)C(O)(CC(=O)c2ccccc2)c2ccccc21 (configuration not stated)	1	9	-3	1	1.1	-9	1	0.9	1	1
O=C(NNS(=O)(=O)c1ccccc1)c1cnn(-c2ccccc2)c1-n1cccc1	5	2	0	1	1	-4	5	1	0.9	1
CN1C(=O)C2C(c3ccc(N(C)C)cc3)NN(Cc3ccccc3)C2C1=O (configuration not stated)	1	18	-1	1	0.8	-3	1	0.8	1.1	1
Fc1ccc(-n2nnc(-c3nccs3)n2)cc1	10	13	-6	1.1	0.9	-5	-2	0.9	0.9	0.2
CCCCC(=O)NCCc1cc2ccc(OC)cc2[nH]c1=O	11	13	-4	1	1	2	-2	0.9	1.1	1.1
Cc1sc2ncnc(NCCCn3ccnc3)c2c1C	0	4	-4	1	1	-4	-5	1	0.9	1
O=C(NC1CCCc2ccccc21)C1CCN(S(=O)(=O)c2cnc[nH]2)CC1 (configuration not stated)	31	14	0	1	1.2	-8	0	0.9	1	1
CC(O)Cn1nc([N+](=O)[O-])nc1N (configuration not stated)	-15	-3	-8	1.1	1.1	-9	-2	1	1.1	1.1
CC(C)(C)N1C(=O)c2ccc(C(=O)Nc3ccc(-c4nc5ccccc5[nH]4)cc3)cc2C1=O	-7	4	-2	1	1	-5	-7	1	0.9	0.7
Cc1oc2cc(OCc3cnn(-c4ccccc4)c3)ccc2c(=O)c1Oc1ccccc1F	-16	6	0	1	1	-11	6	0.9	0.8	1
COC(=O)CSc1ncc(OC)c(OC)n1	6	6	0	1	1	-6	1	0.9	0.9	1
O=C(O)CCn1c(SCc2cc(=O)n3ccccc3n2)nc2ccsc2c1=O	5	11	2	1	1	-2	0	0.9	1	1
N#Cc1c(N)nc2c(c1-c1ccccc1)CCC2	10	14	-2	1	0.8	-17	-4	0.9	0.9	1
C/C(=N\N=C1\NC(=O)C(CC(=O)Nc2ccc(C)c(Cl)c2)S1)C(C)(C)C (configuration not stated)	2	0	1	1	0.8	-3	-2	1	0.8	1
NC(=O)NC(=O)Nc1ccccc1Cl	3	16	-3	1	0.9	-7	-2	0.8	0.9	1
CN(C)C(=O)c1nc2ccc(Cl)cn2c1CNCc1ccccc1OC(F)(F)F	13	19	-4	1	0.9	-1	-3	0.8	0.9	1
CCOc1ccc(NC(=O)Nc2ccc3nccnc3c2)cc1	-2	12	-9	1.1	0.9	-14	-3	0.9	1	1
O=C(Nc1ccc(F)cc1)Nc1nnc(COc2ccccc2F)s1	-1	8	-2	1	0.9	-14	1	0.9	0.9	1
COc1ccc(NC(=O)COC(=O)[C@@H]2CCCN2C(=O)c2cccs2)c(OC)c1	-4	7	-9	1.1	1	-12	4	0.9	1.1	1.1
OCCOCCNc1ncnc2sc(-c3ccccc3)cc12	0	-3	-5	1	1	-12	-3	1	1	1
Cc1cc(C)c(C(=O)COC(=O)[C@H](C)Nc2ccc(C(F)(F)F)cc2[N+](=O)[O-])c(C)c1	1	14	3	1	0.9	2	-1	0.9	0.9	1.1
Fc1ccccc1-c1nc(NCc2ccco2)c2ccccc2n1	-2	1	1	1	1	-6	-2	1	1	1
O=C(Oc1cccnc1)c1ccccc1[N+](=O)[O-]	0	-1	-2	1	1	-10	-6	1	1.1	1
Cc1n[nH]c(C)c1N=Nc1cc(Cl)ccc1Cl	5	6	2	1	0.9	-9	1	0.9	0.9	1
COc1cccc2cc(C(=O)OC3CCN(C)CC3)c(=O)oc12	-6	14	3	1	0.9	-2	2	0.9	0.9	1
Cc1cc(Nc2ccc(F)c(Cl)c2)n2ncnc2n1	-6	2	-3	1	0.9	-83	4	1	0.9	1.1
Cc1ccc2[nH]c3c(c2c1)CN(C(=O)CN1CCN(c2ccccn2)CC1)CC3	15	5	-7	1.1	0.9	10	2	0.9	1.2	1.1
CCC(C)(C)C1CCC(=NNC(=O)c2ccoc2C)CC1 (configuration not stated)	10	10	-7	1.1	1.1	-5	-3	0.9	1.1	1
Cc1ccn2cc(-c3ccc(S(=O)(=O)N4CCOCC4)cc3)nc2c1	10	21	-5	1.1	0.9	-11	.	0.8	1	0.9
O=C(Oc1ccc(Cl)c2cccnc12)C12CC3CC(CC(C3)C1)C2	11	10	6	0.9	0.7	-12	1	0.9	0.7	1
CC(C)NC(=O)CCCc1cn(C)c2ccccc12	3	7	-4	1	1	-5	-6	0.9	1	1.1
Cc1nnc(NC(=O)CSc2nccn2-c2cccc(C)c2C)s1	7	0	-3	1	1.1	-9	3	1	1	1
CN1Cc2c(N)cccc2C(c2ccccc2)C1 (configuration not stated)	11	12	-2	1	0.8	-12	-1	0.9	1.1	1
COc1cccc(/C=C2\N=C(c3c(-c4ccccc4)noc3C)OC2=O)c1OC	14	4	0	1	1	-5	4	1	0.9	1
Cc1ccc(CN2CCN(Cc3cnc(N4CCOCC4)s3)CC2CCO)cc1 (configuration not stated)	2	7	-7	1.1	1	-10	-3	0.9	1	1.1
O=C(COc1ccc(Cl)cc1[N+](=O)[O-])N/N=C/c1cccs1	6	0	2	1	0.8	5	1	1	0.9	0.9
Fc1ccccc1-c1nc2ccccc2[nH]1	9	-14	-6	1.1	1	-8	-2	1.1	1.1	0.4

Pulled one by one from above, three records:
SMILES	G6PDH counter	Diaphorase inh	TNAP inh hi DEA	TNAP act hi DEA	PMI act hi M6P	TNAP inh noacc	Efa HMGR inh	Diaph act CS	PMI act	FLuc act counter
CCOc1ccc(NC(=O)Nc2ccc3nccnc3c2)cc1	-2	12	-9	1.1	0.9	-14	-3	0.9	1	1
O=C(Oc1ccc(Cl)c2cccnc12)C12CC3CC(CC(C3)C1)C2	11	10	6	0.9	0.7	-12	1	0.9	0.7	1
NC(=O)NC(=O)Nc1ccccc1Cl	3	16	-3	1	0.9	-7	-2	0.8	0.9	1
